S1P1 ag-PAM – activates or potentiates agonism at human S1P1 receptor. activation, % at 9.5 µM. S1P1 CRE-bla cells, forskolin, beta-lactamase FRET, potentiator mode; S1P1 agonist co-added at EC20, 2 nM; 100% = saturating reference agonist, 0% = basal. P21453. 56,000 tested, 0.57% active;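 active = activation above a cutoff set at the mean activation of all tested compounds plus 3 SD, cut at about 54% in these data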;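 also: forskolin at 4 µM as EC80 and the EC20 agonist is SEW2871; 100% = SEW2871 at its EC100 plus forskolin at EC80; some compounds past the cut are filed as inactive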
Target sequence (P21453 whole entry, looked up): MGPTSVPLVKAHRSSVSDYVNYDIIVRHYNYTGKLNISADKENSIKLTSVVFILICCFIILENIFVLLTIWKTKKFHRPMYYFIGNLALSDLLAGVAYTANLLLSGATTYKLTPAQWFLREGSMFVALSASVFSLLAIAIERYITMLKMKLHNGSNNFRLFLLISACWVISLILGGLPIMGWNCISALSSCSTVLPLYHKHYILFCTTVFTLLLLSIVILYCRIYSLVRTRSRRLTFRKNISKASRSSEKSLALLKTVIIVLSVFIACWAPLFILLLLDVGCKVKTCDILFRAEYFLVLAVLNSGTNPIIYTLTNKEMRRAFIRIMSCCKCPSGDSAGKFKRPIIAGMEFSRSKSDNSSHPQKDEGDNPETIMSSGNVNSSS
E coli RNAP – inhibitors of Escherichia coli RNA polymerase. inhibition, %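 (tested at 10 µM)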. 62,000 tested, 0.2% active. E. coli RNA polymerase, fluorescence transcription assay. P0A8V2; in the data active = inhibition above about 20%;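 also: 0% = enzyme without compound and 100% = no enzyme blank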
Jurkat tox 60K – cytotoxicity toward Jurkat cells | 56,000 tested, 1.2% active | inhibition, % at 4 µM | Jurkat E6.1 viability, ATP luminescence, 48 h;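 active = inhibition above the mean inhibition of all tested compounds plus 3 SD, cut at about 28% in these data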
D1 allo mod – allosterically modulates the human D1 dopamine receptor; HEK293 D1, CRE-luciferase, dopamine EC30 potentiation; actives deviate in either direction; B-score at 10 µM; 58,000 tested, 5.9% active; AID 641; P21728;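 active = luminescence count or its row- and column-corrected plate score outside the 99.7% band of the plate's sample wells, on either side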
S1P3 agonist – S1P3 (human) receptor agonism; Q99500; S1P3 NFAT-BLA reporter cells, FRET ratio; relative to 1 µM S1P, basal subtracted; activation, % at 4.5 µM; 60,000 tested, 0.1% active; AID 373;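 active = activation above the screen-wide mean plus 3 SD, cut at about 4.5% in these data, passing the limit was not always enough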; also: some compounds called inactive have numbers as strong as hits
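Assay system: stable CHO line with human S1P3, Gα16, NFAT-BLA reporter; Detection: FRET β-lactamase substrate fluorescence, excitation 405 nm, 460/535 nm emission ratio, background-subtracted; Read-out: percent activation versus median 1 µM S1P response, basal-subtracted, per plate; Incubation: cells plated overnight, compound 4 h 37 °C, substrate 2 h RT.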
M1 ag – agonists of M1 muscarinic receptor. CHO-M1 cells, Fluo-4 calcium fluorescence, agonist mode; active compounds read high. B-score at 10 µM. 64,000 tested, 3% active. AID 626;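 active = fluorescence rise, raw or as B-score row- and column-corrected plate score, outside the 99.7% band of its plate's samples, either direction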
M1 antag – blocks the rat M1 muscarinic receptor response to acetylcholine. CHO-M1 cells, Fluo-4 calcium, ACh EC80 antagonist mode; active compounds read low. P08482. 64,000 tested, 3.4% active. B-score at 10 µM. AID 628;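 active = calcium fluorescence response, raw or row-and-column corrected B-score, differing from the plate sample mean either way at a set confidence level, mostly lower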
Target sequence (P08482 whole entry, looked up): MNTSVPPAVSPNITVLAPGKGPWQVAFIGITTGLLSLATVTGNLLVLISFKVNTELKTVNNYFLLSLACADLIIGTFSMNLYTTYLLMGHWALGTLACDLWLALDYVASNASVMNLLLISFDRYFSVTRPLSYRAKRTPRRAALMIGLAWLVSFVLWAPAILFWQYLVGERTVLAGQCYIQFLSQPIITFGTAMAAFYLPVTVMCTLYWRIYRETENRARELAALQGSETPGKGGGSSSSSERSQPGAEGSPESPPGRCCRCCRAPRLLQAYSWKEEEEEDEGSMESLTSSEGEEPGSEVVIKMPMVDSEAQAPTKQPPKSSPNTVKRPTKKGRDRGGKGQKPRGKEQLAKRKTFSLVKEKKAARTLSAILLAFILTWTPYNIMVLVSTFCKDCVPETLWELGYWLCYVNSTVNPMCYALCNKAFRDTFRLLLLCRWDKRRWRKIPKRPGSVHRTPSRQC
TNAP act DEA – activators of human TNAP at intermediate phosphate acceptor; AID 813; activation factor at 20 µM; purified TNAP, CDP-star luminescence, 100 mM DEA, 30 min; active compounds read high; scale: 0 levamisole-inhibited, 1 vehicle-only enzyme; 64,000 tested, under 10 active; P05186;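 active = activation factor of at least 2 at 20 µM, relative to controls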
HEK293 NFkB inh – inhibitors of the PMA/ionomycin-induced NF-kB reporter in HEK293 cells | HEK-293 NF-kB luciferase reporter, luminescence | inhibition, % at 3 µM | 62,000 tested, 0.21% active | AID 465;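 active = inhibition above the mean of all tested compounds plus 3 SD, cut at about 40% in these data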;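 also: 0% = stimulated DMSO wells and 100% = 10 µM reference inhibitor 5653914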
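Timing: 1 h pretreatment, 16 h stimulation, 37 °C; system: HEK-293 cells with stable firefly luciferase reporter driven by four HIV NF-kB elements; doses: 3 µM once, 0.30% DMSO; measured by: luciferase luminescence; control set: DMSO and 10 µM reference inhibitor; repeats: single test; reagent: PMA plus ionomycin mix as NF-kB-activating stimulus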
* hit, by the source's call; x = no result given. The order is random. Share with any hit: about 12%.

no. | smiles | S1P1 ag-PAM | E coli RNAP | Jurkat tox 60K | D1 allo mod | S1P3 agonist
1 | COC(=O)CSC1=C(C#N)C(c2ccc(F)cc2)CC(=O)N1 (configuration not stated) | -4 | 21* | 4 | -0.33 | -1.3
2 | O=C(c1ccccc1)N1CCN(CC#Cc2ccccc2)CC1 | -11 | 3 | 7 | -0.72 | -1.3
3 | Cc1ccc(NC2=NCC(=O)N2c2ccc3c(c2)OCCO3)c(C)c1 | 6 | 9 | 2 | -0.044 | 0.8
4 | COCCN(C(=O)c1csnn1)C(C(=O)NC1CCCCC1)c1cccs1 (configuration not stated) | 6 | 1 | -2 | -0.97 | -1.1
5 | O=C1CCc2cc(S(=O)(=O)NC(Cc3ccccc3)C(=O)NC3CCCC3)ccc2N1 (configuration not stated) | -11 | 8 | -4 | -0.34 | -1.0
6 | CCCC(=O)N(c1ccc(OCC)cc1)C1C=CS(=O)(=O)C1 (configuration not stated) | -13 | 4 | 0 | -0.66 | -1.1
7 | O=c1cc(CO)oc(CN2CCN(c3ccccc3F)CC2)c1O | 3 | 6 | 5 | x | -1.0
8 | COc1c(C)cccc1C(=O)Nc1ccc(N2CCN(S(C)(=O)=O)CC2)cc1 | -8 | 1 | -8 | -0.0028 | -0.5
9 | COc1ccc(Nc2nnc(Cc3ccc(Cl)cc3)c(=O)[nH]2)c(OC)c1 | x | 2 | x | -2 | x
10 | O=C1CCCN1CCC1CCN(C2CC(=O)N(c3ccc(F)cc3)C2=O)CC1 (configuration not stated) | x | 11 | -12 | 0.11 | -0.6
11 | CCOC(=O)C1CCCN(S(=O)(=O)c2ccc(Br)c(OC)c2)C1 (configuration not stated) | x | 6 | 2 | -0.29 | -0.6
12 | CNc1nc(C)c(C(=O)OCc2ccccc2)s1 | -7 | 5 | 66* | 18* | 0.0
13 | COc1ccc(Cl)cc1NC(=O)N(C)Cc1c(C)nn(C)c1C | -42 | 2 | 0 | 0.05 | -0.5
14 | CC1CCCCC1NS(=O)(=O)c1ccc(-n2cnnn2)cc1 (configuration not stated) | -13 | -9 | 7 | -2.5* | -0.8
15 | COc1ccc(-n2cnnc2)cc1 | x | 3 | x | -1.4 | x

no. | M1 ag | M1 antag | TNAP act DEA | HEK293 NFkB inh
1 | -0.88 | -2.2* | 0.8 | 5
2 | -0.027 | -0.26 | 0.9 | 2
3 | 0.44 | -0.046 | 0.9 | 14
4 | -0.096 | 0.27 | 1 | 7
5 | -0.29 | -0.14 | 1 | -3
6 | -0.059 | -1.9 | 1 | 15
7 | 0.11 | 0.86 | 0.9 | 0
8 | 0.16 | 0.04 | 0.9 | -10
9 | 0.4 | -0.49 | 0.9 | 21
10 | 0.32 | -0.66 | 0.9 | 12
11 | -0.022 | 0 | 0.9 | 11
12 | -0.91 | -0.5 | 0.9 | 5
13 | 0.69 | 0.03 | 1 | 17
14 | -0.68 | 0.11 | 1 | 18
15 | -0.61 | -0.32 | 0.9 | 11

Carrying on.
no. | smiles | S1P1 ag-PAM | E coli RNAP | Jurkat tox 60K | D1 allo mod | S1P3 agonist
16 | Cc1ccc(-c2nn(CC(=O)NCc3ccco3)c(=O)c3ccccc23)cc1 | 25 | 6 | -5 | -0.16 | -0.4
17 | NCCCC(=O)N1c2ccccc2Sc2ccccc21 | 1 | 3 | 3 | -0.61 | 0.1
18 | N#Cc1c(-c2ccco2)c2c([nH]c1=S)CCCC2 | x | 7 | x | -0.089 | x
19 | CCOc1ccc(Cl)cc1S(=O)(=O)n1cnc2ccccc21 | x | 9 | 51* | 2 | -0.3
20 | Cc1ccc(CN(Cc2cc3cccc(C)c3[nH]c2=O)C(=O)N(C)C)cc1 | 2 | -10 | -2 | -0.35 | -0.8
21 | CCNS(=O)(=O)c1ccc(NS(=O)(=O)c2cc(C)ccc2C)cc1 | 18 | 16 | 0 | -0.03 | 1.0
22 | O=C(CCCn1c(=O)oc2ccccc21)N1CCc2ccccc2C1 | x | 9 | x | 1 | x
23 | CCOC(=O)c1sc(=S)n(CC)c1N | -14 | x | -6 | 5.1* | -0.6
24 | Cn1cc(Br)c(C(=O)NC2CCCCC2)n1 | -14 | 0 | 2 | 0.73 | 0.1
25 | COc1ccccc1N1CCN(C(=O)c2sc3nc(-c4ccc(F)cc4)cn3c2C)CC1 | -20 | 0 | 13 | -1.5 | -0.1
26 | COc1cc(-c2csc(C)n2)ccc1O | x | 7 | 0 | 3.1 | -0.8
27 | COc1ccc(NC(=O)CCOc2ccccc2)c(OC)c1 | 8 | 4 | -8 | x | -0.5
28 | Cc1cccc(C)c1NS(=O)(=O)c1c(C)[nH]c(=O)[nH]c1=O | -28 | 5 | -16 | -0.78 | -0.2
29 | COc1ccc2cc(C(=O)NC3CCCCC3)c(=O)oc2c1 | -14 | -19 | -1 | 0.7 | 0.5
30 | CC(C)CCNC(=O)Cn1c(=O)oc2cc(S(=O)(=O)N3CCc4ccccc43)ccc21 | 10 | 5 | -4 | -0.46 | -1.0

no. | M1 ag | M1 antag | TNAP act DEA | HEK293 NFkB inh
16 | 0.089 | 0.33 | 0.9 | 13
17 | -0.041 | -13* | 0.9 | 8
18 | 0.88 | -0.0054 | 0.8 | x
19 | 0.4 | 0.049 | 0.9 | 11
20 | 0.17 | 0.47 | 1 | 15
21 | 0.018 | -0.49 | 0.9 | -2
22 | 1.3 | 0.33 | 1 | 22
23 | -0.86 | 0.029 | 0.9 | 12
24 | -0.047 | -0.59 | 0.9 | 9
25 | 1.1 | -0.16 | 0.9 | 11
26 | -0.25 | -0.31 | 1 | 4
27 | -0.99 | 1.7 | 0.9 | 7
28 | -0.049 | 0.23 | 1 | 19
29 | -0.52 | -0.36 | 0.9 | 16
30 | -0.89 | -4.5* | 1 | 11

Next entries
no. | smiles | S1P1 ag-PAM | E coli RNAP | Jurkat tox 60K | D1 allo mod | S1P3 agonist
31 | COc1cccc(CNC(=O)Cn2cc3c(n2)CCCC3)c1 | -12 | 0 | -2 | -0.51 | 0.3
32 | Cc1ccc(CCN2CC(C(=O)NCCCN3CCCCCC3)CC2=O)cc1 (configuration not stated) | -11 | 6 | 4 | -0.84 | -0.8
33 | CC(=O)c1cccc(NC(=O)CCNS(=O)(=O)c2cccc(C(C)=O)c2)c1 | -2 | 4 | -7 | 0.21 | 1.0
34 | CCOC(=O)N1CCC(N(CCCOC)C(=O)Nc2cccc(OC)c2)CC1 | -1 | 3 | -2 | -0.33 | -1.0
35 | Cc1cnn(C(=O)c2oc3ccccc3c2C)c1 | -16 | 3 | -1 | 0.47 | -1.4
36 | Cc1ccc(NC(=O)CCNS(=O)(=O)c2cccc3nonc23)cc1 | x | 1 | x | -0.27 | x
37 | CC1(C)CC(=O)c2sc(NS(=O)(=O)Cc3ccccc3)nc2C1 | -7 | 2 | 5 | -0.48 | -0.3
38 | COC(=O)C1=C(N)OC2=C(C(=O)CCC2)C1c1cccs1 (configuration not stated) | x | 9 | x | -0.65 | x
39 | COc1ccccc1NC(=O)CSc1nnc(CNC(=O)c2ccco2)o1 | x | 7 | x | -0.018 | x
40 | COc1cc(OC)cc(-n2nnnc2SCC(=O)N2CCCc3ccccc32)c1 | 19 | 3 | 4 | 0.25 | -1.0
41 | CN1CCN(c2ccc(Cl)cc2NC(=O)c2cccc(S(=O)(=O)N(C)C)c2)CC1 | 1 | 2 | 2 | 5.2* | -0.4
42 | COCCOC(=O)c1c(NC(=O)CN2CCOCC2)sc(C(N)=O)c1C | 15 | 4 | 6 | -1.2 | 0.4
43 | CC(=O)Nc1ccc(S(=O)(=O)N(C2=NCC(C)S2)c2ccccc2)cc1 (configuration not stated) | 9 | 8 | 4 | 19* | -0.1
44 | Cc1ccc(S(=O)(=O)NC(CC(=O)NCc2ccco2)c2ccco2)cc1 (configuration not stated) | -5 | 4 | -4 | -0.55 | 0.1
45 | CC(=O)N1CN(Cc2ccccn2)Cc2c1sc1c2CCCC1 | -7 | -1 | -8 | -1.1 | 0.3

no. | M1 ag | M1 antag | TNAP act DEA | HEK293 NFkB inh
31 | -0.39 | 0.17 | 0.9 | 5
32 | 2.1 | -0.54 | 1.1 | 17
33 | -0.6 | 0.28 | 0.9 | 8
34 | 0.34 | 0.74 | 0.9 | 10
35 | -0.39 | -0.015 | 1 | 10
36 | -0.16 | 1.3 | 1 | 12
37 | -0.043 | 0.11 | 1 | 9
38 | 0.0065 | 0.078 | 0.9 | 19
39 | 0.17 | 0.0097 | 0.9 | 2
40 | -0.68 | -0.067 | 0.9 | 27
41 | -0.051 | -0.98 | 0.9 | 11
42 | 0.49 | 0.33 | 0.9 | -9
43 | 0.34 | -0.0099 | 0.9 | 15
44 | -1 | -4.7* | 0.9 | 11
45 | -0.9 | 0.23 | 1 | 14

Next section
no. | smiles | S1P1 ag-PAM | E coli RNAP | Jurkat tox 60K | D1 allo mod | S1P3 agonist
46 | CCCCCn1c(CN2CCN(C(=O)c3ccco3)CC2)nc2c1c(=O)n(C)c(=O)n2C | -37 | 7 | -9 | 0.43 | -0.4
47 | O=C(COC(=O)C1COc2ccccc2O1)Nc1ccc2c(c1)CCC2 (configuration not stated) | 8 | 2 | -5 | -0.46 | -0.3
48 | COc1cc2[nH]c(=O)n(CCC(=O)N3CCN(c4cccc(C)c4C)CC3)c(=O)c2cc1OC | x | 3 | x | -0.66 | x
49 | CCOC(=O)c1cc2c(=O)n3ccccc3nc2n(Cc2ccc(Cl)cc2)c1=N | -32 | x | 4 | 0.29 | 0.3
50 | COc1cc(S(=O)(=O)N(Cc2ccco2)C2CCCC2)ccc1-n1cnnn1 | -10 | 1 | 0 | 1.8 | 0.3
51 | CCOC(=O)CN1CC23C=CC(O2)C(C(=O)NCc2ccc(C)cc2)C3C1=O (configuration not stated) | -18 | 2 | 4 | 0.055 | -0.8
52 | COc1ccc(N2CCN(c3ccc(NC(=O)c4ccc5c(c4)OCO5)cc3C#N)CC2)cc1 | -23 | 1 | -5 | 6.4* | 0.2

no. | M1 ag | M1 antag | TNAP act DEA | HEK293 NFkB inh
46 | 0.12 | 0.21 | 0.9 | 14
47 | -0.36 | 0.52 | 0.9 | 10
48 | -0.43 | 1.1 | 1 | 18
49 | 0.64 | -0.73 | 0.9 | 15
50 | -0.089 | -0.71 | 0.9 | 3
51 | 0.63 | 0.9 | 1 | -1
52 | -0.84 | 0.85 | 0.9 | 1
